# Source: PubChem BioAssay (several laboratories)
# MOR-DOR ag: agonists of OPRM1-OPRD1 heterodimerization, primary screen, cell-based, luminescence; AID 504326, 2011; cells; 0.3% of 340,000 active; activation, % at 9.3 µM; in the data active means activation above about 18%;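 further: 0% = vehicle-treated cells and 100% = reference agonist; values of inactives mirror those of a sister screen read the other way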
# AddAB inh: growth inhibition of E. coli expressing H. pylori AddAB, primary screen, AddAB inhibitor project, absorbance; 0.29% of 330,000 active; inhibition, % at 11.9 µM; in the data active means inhibition above about 12%;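 further: 0% = vehicle wells of infected cells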
# HTR5A inv ag: HTR5A inverse agonists in luminescence cell assay, primary screen, counter-screen for OPRM1-OPRD1 heterodimer inverse agonist project, full-deck HTS; 0.083% of 340,000 active; HTR5A cell line, inverse agonism; 5-hydroxytryptamine receptor 5A (Homo sapiens), P47898; AID 504634, 2011; inhibition, % at 9.3 µM; in the data active means inhibition mostly above about 23%, no sharp cut-off; inactive means mostly below about 18%;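 further: 0% = cells with DMSO and 100% = no-cell wells with DMSO; some compounds called inactive have numbers as strong as hits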
# PKA-R1A act: activators of PKA-R1A holoenzyme, primary screen, biochemical, fluorescence polarization, Cy5-IP20, bovine R1A, mouse PKAc; cAMP-dependent protein kinase type I-alpha regulatory subunit (Bos taurus) + …; PKA-R1A dissociation; scaled: DMSO 0%, 113 µM cGMP 100%; activation, % at 11.4 µM; 0.083% of 340,000 active;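 active means percent activation above the mean of all tested compounds plus 3 SD, cut at about 19% in these data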;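 further: higher means more PKAc released from R1A so a rise in polarization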
# PfHsp90 set2: growth inhibition of PfHsp90-expressing yeast, primary screen, antimalarial PfHsp90 inhibitor project, S. cerevisiae, BacTiter-Glo luminescence, single point, set 2. BacTiter-Glo ATP, 48 h; yeast lacking PDR1 and PDR3 efflux regulators. inhibition, % at 9.4 µM. 0.32% of 310,000 active;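 active means every replicate shows inhibition above about 80%, whatever the replicate mean, limit read from the data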;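 further: 0% = DMSO neutral controls and 100% = 20 µM radicicol positive controls; yeast relying on Plasmodium falciparum Hsp90 in place of its own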
# MOR-DOR inv ag: inverse agonists of MOR-DOR heterodimerization, primary screen, cell-based, luminescence | 0.21% of 340,000 active | inhibition, % at 9.3 µM | cell-based MOR-DOR heterodimer luminescence, inverse agonism | Mu-type opioid receptor (Homo sapiens) + Delta-type opioid receptor (Homo sapiens), …; in the data active means inhibition above about 22%, passing the limit was not always enough;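 further: 0% = cells with DMSO and 100% = wells without cells with DMSO; values of inactives mirror those of a sister screen read the other way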
# E coli growth: E. coli V3065 growth inhibition, primary screen, counter-screen for AddAB inhibitor project, absorbance, OD600; 18 h; inhibition, % at 11.9 µM; 0.27% of 330,000 active; AID 449728, 2010;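 active means inhibition above the campaign's mean inhibition across all tested compounds plus 3 SD, cut at about 9.9% in these data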;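 further: uninfected addAB+ strain grown without phage in ampicillin broth; 0% = DMSO wells and 100% = ciprofloxacin 0.95 µg/ml wells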
# HTR5A ag ctr: HTR5A agonists in luminescence cell assay, primary screen, counter-screen for OPRM1-OPRD1 heterodimer agonist project, full-deck HTS. activation, % at 9.3 µM. AID 504692, 2011. cell-based. 5-hydroxytryptamine receptor 5A (Homo sapiens), P47898. 0.61% of 340,000 active; in the data active means activation mostly above about 9.5%, no sharp cut-off; inactive means mostly below about 7.6%;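 further: 0% = cells with vehicle only and 100% = reference agonist; strong numbers were not always called active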
# DSG3 Ab inh: inhibitors of pemphigus antibody binding to DSG3, primary screen, biochemical, bead-based, flow cytometry, scFv-GFP; binding (percent of control), % at 10 µM; AID 588358, 2011; Desmoglein-3 (Homo sapiens), P32926; 0.48% of 310,000 active; DSG3-coupled beads, scFv-anti-DSG3-GFP binding; stronger effect = lower value;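 active means binding more than 3 SD below its plate's average and above zero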;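 further: hits lower antibody fragment binding to DSG3; some compounds called inactive have numbers as strong as hits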
# Target sequence (P32926 whole entry, looked up, the tested form may be a part): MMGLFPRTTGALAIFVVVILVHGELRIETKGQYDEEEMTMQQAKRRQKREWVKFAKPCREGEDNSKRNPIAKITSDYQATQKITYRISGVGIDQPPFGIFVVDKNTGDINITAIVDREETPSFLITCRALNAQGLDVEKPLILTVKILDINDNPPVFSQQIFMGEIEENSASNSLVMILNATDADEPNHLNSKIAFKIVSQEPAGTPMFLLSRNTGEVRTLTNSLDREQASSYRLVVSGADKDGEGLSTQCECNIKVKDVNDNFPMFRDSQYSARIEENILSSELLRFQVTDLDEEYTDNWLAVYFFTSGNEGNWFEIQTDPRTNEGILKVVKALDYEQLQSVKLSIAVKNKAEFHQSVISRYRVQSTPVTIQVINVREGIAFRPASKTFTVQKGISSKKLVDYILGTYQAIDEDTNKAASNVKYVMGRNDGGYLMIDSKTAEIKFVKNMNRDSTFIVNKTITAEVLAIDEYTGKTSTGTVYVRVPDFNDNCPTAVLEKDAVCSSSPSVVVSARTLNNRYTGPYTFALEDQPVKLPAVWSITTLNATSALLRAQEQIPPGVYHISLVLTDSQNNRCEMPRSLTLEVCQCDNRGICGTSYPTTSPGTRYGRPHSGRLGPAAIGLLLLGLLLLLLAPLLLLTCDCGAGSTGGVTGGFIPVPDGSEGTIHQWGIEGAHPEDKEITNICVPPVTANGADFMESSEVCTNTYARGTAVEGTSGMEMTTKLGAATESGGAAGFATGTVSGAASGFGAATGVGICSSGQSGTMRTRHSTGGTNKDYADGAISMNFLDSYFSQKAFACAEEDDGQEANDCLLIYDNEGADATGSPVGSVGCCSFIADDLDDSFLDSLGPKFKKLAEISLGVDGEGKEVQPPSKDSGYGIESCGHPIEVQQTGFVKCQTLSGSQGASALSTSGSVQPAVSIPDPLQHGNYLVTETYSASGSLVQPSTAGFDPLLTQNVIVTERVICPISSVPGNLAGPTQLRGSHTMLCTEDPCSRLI
# Mot1-301 SUMO: yeast Mot1-301 growth rescue at high temperature, primary screen, SUMOylation pathway inhibitor project, S. cerevisiae, ATP luminescence, 38.5C; S. cerevisiae Mot1-301 growth rescue; percent above DMSO median, 100 means doubled; growth rescue, % at 18.8 µM; 1% of 320,000 active;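 active means every valid replicate shows activation above 250% relative to neutral control wells; inactive means the rest, any valid replicate at or below 250%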;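 further: OY570 slx delta 5 strain wells were the positive control but not used for scaling; some compounds called inactive have numbers as strong as hits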
# phage Ecoli inh: growth loss of phage-infected E. coli, primary screen, RecBCD inhibitor project, absorbance, with phage, HTS | inhibition, % at 11.9 µM | 0.26% of 360,000 active; in the data active means inhibition above about 11%
# Starred values were filed as active, the others as inactive; . = not tested or not shown.
SMILES,MOR-DOR ag,AddAB inh,HTR5A inv ag,PKA-R1A act,PfHsp90 set2,MOR-DOR inv ag,E coli growth,HTR5A ag ctr,DSG3 Ab inh,Mot1-301 SUMO,phage Ecoli inh
O=c1c2ccccc2nc(SCc2cn3ccsc3n2)n1-c1ccccc1,-2.0,2.4,3,-13,-18,9,1.2,5,106,-7,1.2
O=[N+]([O-])c1cccc(S(=O)(=O)N2CCN(c3ccccn3)CC2)c1,3.3,2.0,-4,-2,-11,-16,-1.2,1,105,-5,1.1
COc1ccccc1N1CCN(C(=O)COc2cc(C)cc(C)c2)CC1,0.0,1.6,2,-4,3,0,-0.5,0,.,0,-1.1
CCCCN(C(=O)CCCSc1nc2ccccc2[nH]1)c1c(N)n(Cc2ccccc2)c(=O)[nH]c1=O,-1.3,1.6,-6,2,14,7,-1.2,5,103,10,0.4
COc1ccc(CCNC(=O)CN(c2ccc(OC)c(OC)c2)S(=O)(=O)c2ccccc2)cc1OC,-0.8,2.3,9,1,8,3,-1.5,-3,96,4,0.6
COc1ccc(-c2csc3nc(-c4ccc(C)cc4)oc(=O)c23)cc1OC,-1.2,-2.8,-39,-3,29,7,-1.7,-1,116,5,1.9
CCN(CC)c1ccc(C2C(C(=O)OCCOC)=C(C)NC3=C2C(=O)CCC3)cc1 (stereo not given),-2.4,1.4,4,6,-3,14,-0.3,-5,100,7,3.1
COc1c(Cl)cc(Cl)cc1CNCCNCC(C)O (stereo not given),-1.3,2.1,7,7,31,8,-5.0,5,118,0,0.7
CCCOc1ccc(C(=O)N(CC(C)C)c2c(N)n(Cc3ccccc3)c(=O)[nH]c2=O)cc1,0.8,-3.1,-14,-3,.,-5,-2.7,5,109,-18,3.4
O=C(NCCN1CCCCC1)c1c(O)c2ccccc2[nH]c1=O,-2.6,3.8,-8,-6,.,14,-0.3,0,.,16,1.9
CCOCCCn1c(SCC(=O)Nc2ccc(C(N)=O)cc2)nc2ccccc2c1=O,-0.8,1.1,-23,-8,4,5,0.2,9,103,17,3.5
Cc1cc(NC(=O)/C=C/c2cccc(Cl)c2)n(-c2nc3ccccc3[nH]2)n1,0.0,-1.2,-6,-1,-25,0,1.0,0,124,-10,2.8
COc1ccc(CNS(=O)(=O)NCc2ccccc2)cc1,-0.6,2.8,7,-5,6,5,2.2,2,105,76,2.2
Cc1ccc(-n2nnnc2SCc2ccccn2)cc1C,-2.1,-1.5,1,10,-4,12,-3.3,2,92,-16,2.4
COc1ccc(S(=O)(=O)N2CCC(C(N)=O)CC2)c2ccccc12,-0.1,6.8,8,-1,14,1,2.1,0,.,-10,1.4
CC1COc2ccccc2N1C(=O)c1ccc(Cl)cc1 (stereo not given),-0.7,-2.1,5,4,-25,3,-0.9,-2,102,1,4.0
CC1CCCN(C(=O)c2cc(-c3ccco3)nc3ccccc23)C1 (stereo not given),-1.5,2.7,12,4,-1,6,-1.8,-5,109,-1,1.4
O=C(NCc1csc(-c2cccs2)n1)C1CCC1,-3.1,2.5,2,-7,3,16,1.9,1,.,-16,3.3
O=S(=O)(Nc1ccc2c(c1)OCCO2)c1ccc2oc3ccccc3c2c1,5.7,0.0,-28,-2,-57,-36,-0.1,11,100,-7,1.7
CCCOc1ccc(C(=O)Nc2ccc(S(=O)(=O)Nc3cc(C)nc(C)n3)cc2)cc1,-1.0,2.7,-13,-5,-11,5,1.3,1,100,-15,4.1
CCC(=O)c1ccc(OCC(=O)NC2CCN(Cc3ccccc3)CC2)cc1,-2.2,-0.5,-21,8,-3,8,0.5,-1,.,-4,-0.3
CC(C)CC(c1nnnn1CCc1ccccc1)N1CCC(C(N)=O)CC1 (stereo not given),-0.5,4.3,10,-11,15,2,0.7,-4,.,11,2.6
Oc1ccccc1-c1n[nH]c(=S)n1Cc1ccccc1,-0.2,1.6,-1,10,19,1,0.5,0,101,8,2.0
COc1ccc(C(CNC(=O)CCNC(=O)c2ccccc2Cl)N2CCCC2)cc1 (stereo not given),-1.4,-1.1,16,-1,10,5,-0.9,2,106,.,1.0
O=C(c1ccccc1)C1CCN(C(=O)c2ccc(Cl)cc2)CC1,-0.8,1.0,15,6,-1,4,-2.8,-4,111,-14,-1.0

# The closing three records of the part before come first, to join the parts.
SMILES,MOR-DOR ag,AddAB inh,HTR5A inv ag,PKA-R1A act,PfHsp90 set2,MOR-DOR inv ag,E coli growth,HTR5A ag ctr,DSG3 Ab inh,Mot1-301 SUMO,phage Ecoli inh
Oc1ccccc1-c1n[nH]c(=S)n1Cc1ccccc1,-0.2,1.6,-1,10,19,1,0.5,0,101,8,2.0
COc1ccc(C(CNC(=O)CCNC(=O)c2ccccc2Cl)N2CCCC2)cc1 (stereo not given),-1.4,-1.1,16,-1,10,5,-0.9,2,106,.,1.0
O=C(c1ccccc1)C1CCN(C(=O)c2ccc(Cl)cc2)CC1,-0.8,1.0,15,6,-1,4,-2.8,-4,111,-14,-1.0
CC(=O)c1cnc2cc(C)nn2c1C,-1.6,-2.0,6,-1,-44,9,2.4,1,124,178,1.3
CCc1ccc(C(=O)N2CCN(c3ccc(F)cc3)CC2)s1,2.7,3.9,-16,-19,14,-14,-1.7,7,107,-4,3.0
Clc1ccc(-c2nc3ccccc3n2OCc2ccccc2)cc1,4.6,2.5,-2,1,-106,-20,0.4,1,107,7,2.8
Oc1ccc(-c2nc3ncccn3c2Nc2ccc3c(c2)OCO3)cc1,-1.1,0.1,7,3,3,6,-1.6,-2,104,-3,1.7
CN1CCN(S(=O)(=O)c2cccc(C(=O)N(C)Cc3c(F)cccc3Cl)c2)CC1,0.5,-0.9,-12,-4,-5,-2,-3.0,5,.,-2,0.0
O=S(=O)(c1ccc(NC(=S)N/N=C/c2ccc(O)c(O)c2)cc1)N1CCOCC1,1.2,-0.2,-5,-3,11,-6,-0.2,2,96,-24,1.6
CCN(CC)C(=O)c1sc2c(c1C)c(=O)n(-c1ccc(C)c(C)c1)c(=O)n2CC(=O)NCC1CCCO1 (stereo not given),-2.5,-0.6,9,3,-6,12,-1.4,-3,107,.,0.1
O=C1/C(=C\c2cccc([N+](=O)[O-])c2O)SC(=S)N1Cc1ccccc1,-2.5,-0.7,2,4,4,11,0.0,0,105,0,1.1
CC(NC(=O)/C=C/c1cnc2ccccc2n1)C12CC3CC(CC(C3)C1)C2 (stereo not given),-0.4,5.1,-6,-1,-12,2,2.3,2,111,16,6.4
COc1ccccc1OCC(=O)NCC1CCCN(Cc2cnn(C)c2C)C1 (stereo not given),-5.1,-0.6,2,-7,2,17,-2.2,-3,.,-6,0.0
CC(C)NC(=S)N/N=C/c1c[nH]c2ccccc12,3.1,0.0,-3,-5,-38,-21,-1.6,10,99,2,1.6
COc1cccc(OCc2cc(C(=O)NCC3CCCCC3)no2)c1,-1.4,1.8,17,1,-26,7,0.1,-4,100,15,-1.4
N#CC1=C2C=Cc3ccccc3N2CCCC1=O,-1.7,4.1,17,-6,3,7,-1.9,6,100,-26,2.2
CCOC(=O)c1ccc(Nc2cc(C)nc(C)c2C(=O)OCC)cc1,-1.3,1.4,-6,-3,22,7,-2.0,-2,106,-4,1.7
CC1(C)CC(=O)C2=C(C1)NC(=O)CC2c1ccc(F)cc1 (stereo not given),-0.9,0.2,10,13,-14,4,-1.5,-4,.,-13,3.3
O=C(NC1CCCC1)C1CCC(=O)N1C1CCCCC1 (stereo not given),0.6,-0.2,-41,7,.,-3,-0.4,-1,127,0,-0.6
COc1cccc(NC(=O)CCC(=O)Nc2ccc3nc(N4CCOCC4)cc(C)c3c2)c1,-0.5,1.4,3,-2,-17,3,-2.1,-1,95,-8,0.6
COc1ccc(-c2cc(C(F)(F)F)nc(SCCC(=O)NCc3ccccc3)n2)cc1,-1.6,-0.2,-18,-1,1,10,-1.2,1,98,9,1.4
CCCCN1CC(COCc2ccccc2)Oc2ccccc2S1(=O)=O (stereo not given),-2.0,-1.2,1,-3,2,10,-2.1,0,97,.,2.9
CCOc1ccc(NC(=O)COc2ccc(N3CC(C(N)=O)CC3=O)cc2)cc1 (stereo not given),-3.8,.,-6,-10,9,20,.,2,98,.,0.6
C=CCn1c(-c2cccc(OCC)c2)n[nH]c1=S,-0.3,0.3,6,-17,-24,2,-1.1,-2,91,14,3.4
O=C(COC(=O)Cc1n[nH]c(=O)c2ccccc12)NNC(=O)c1ccccc1,-1.1,1.6,-1,-9,1,8,-1.6,0,103,298,0.4
CC(C)C(NC(=O)C1CCCCC1)C(=O)NCCc1ccccc1 (stereo not given),-2.2,1.4,-6,0,15,12,3.7,2,101,3,-1.4
COc1ccc(CCNC(=O)Cn2c(=O)n(-c3ccc(F)cc3F)c(=O)c3sccc32)cc1OC,-2.1,-0.8,7,-5,-8,11,0.1,-3,80,-1,2.2
CC(=O)c1ccc(OCCCC(=O)NCc2nnc3ccccn23)cc1,-0.9,.,9,0,0,6,.,-3,99,.,1.6

# (cont.)
SMILES,MOR-DOR ag,AddAB inh,HTR5A inv ag,PKA-R1A act,PfHsp90 set2,MOR-DOR inv ag,E coli growth,HTR5A ag ctr,DSG3 Ab inh,Mot1-301 SUMO,phage Ecoli inh
C=CCSCC1Nc2cc(Cl)c(S(N)(=O)=O)cc2S(=O)(=O)N1 (stereo not given),-0.3,-0.8,-32,11,7,2,-2.6,0,104,38,3.3
O=C(CN1C(=O)C2C3C=CC(C3)C2C1=O)NCc1ccc2c(c1)OCO2 (stereo not given),-2.9,-0.4,-6,6,34,17,-1.2,6,.,16,4.6
O=S(=O)(NCc1cc(-c2ccccc2)no1)c1ccccc1,-2.6,1.7,7,1,-73,14,-1.8,0,102,0,4.5
COc1cc(CCCN2CCNC[C@@H]2Cc2ccccc2)cc(OC)c1OC,-0.3,-0.5,-22,1,0,2,-0.5,9,103,5,2.9
COCCCNC(=O)c1c(N)n(/N=C/c2cccs2)c2nc3ccccc3nc12,0.1,-0.2,-21,-11,1,0,-2.7,-2,79*,10,3.2
COc1ccc(S(=O)(=O)Nc2cccc(S(=O)(=O)N3CCCC3)c2)cc1OC,-1.8,2.1,9,-12,4,9,0.6,-4,98,-3,3.7
CCCCn1c(N)c(N(CC)C(=O)c2cc(OC)cc(OC)c2)c(=O)[nH]c1=O,-0.9,1.4,4,-5,18,4,-0.2,-1,.,0,-0.1
COc1ccc(CN(CC(=O)NCc2ccc(F)cc2)C(=O)CCC(=O)Nc2ccccn2)cc1,0.2,-0.1,-7,1,-12,-2,-1.2,2,101,1,1.8
